ASK1 inh: inhibitors of human ASK1 kinase | AlphaScreen MKK6 phosphorylation by ASK1, luminescence | inhibition, % at 7.44 µM | 22,000 tested, 0.99% active | AID 1159602; in the data active = inhibition above about 35%;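 note: 0% = median of compound wells and 100% = no enzyme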
Target sequence (Q99683 whole entry, looked up): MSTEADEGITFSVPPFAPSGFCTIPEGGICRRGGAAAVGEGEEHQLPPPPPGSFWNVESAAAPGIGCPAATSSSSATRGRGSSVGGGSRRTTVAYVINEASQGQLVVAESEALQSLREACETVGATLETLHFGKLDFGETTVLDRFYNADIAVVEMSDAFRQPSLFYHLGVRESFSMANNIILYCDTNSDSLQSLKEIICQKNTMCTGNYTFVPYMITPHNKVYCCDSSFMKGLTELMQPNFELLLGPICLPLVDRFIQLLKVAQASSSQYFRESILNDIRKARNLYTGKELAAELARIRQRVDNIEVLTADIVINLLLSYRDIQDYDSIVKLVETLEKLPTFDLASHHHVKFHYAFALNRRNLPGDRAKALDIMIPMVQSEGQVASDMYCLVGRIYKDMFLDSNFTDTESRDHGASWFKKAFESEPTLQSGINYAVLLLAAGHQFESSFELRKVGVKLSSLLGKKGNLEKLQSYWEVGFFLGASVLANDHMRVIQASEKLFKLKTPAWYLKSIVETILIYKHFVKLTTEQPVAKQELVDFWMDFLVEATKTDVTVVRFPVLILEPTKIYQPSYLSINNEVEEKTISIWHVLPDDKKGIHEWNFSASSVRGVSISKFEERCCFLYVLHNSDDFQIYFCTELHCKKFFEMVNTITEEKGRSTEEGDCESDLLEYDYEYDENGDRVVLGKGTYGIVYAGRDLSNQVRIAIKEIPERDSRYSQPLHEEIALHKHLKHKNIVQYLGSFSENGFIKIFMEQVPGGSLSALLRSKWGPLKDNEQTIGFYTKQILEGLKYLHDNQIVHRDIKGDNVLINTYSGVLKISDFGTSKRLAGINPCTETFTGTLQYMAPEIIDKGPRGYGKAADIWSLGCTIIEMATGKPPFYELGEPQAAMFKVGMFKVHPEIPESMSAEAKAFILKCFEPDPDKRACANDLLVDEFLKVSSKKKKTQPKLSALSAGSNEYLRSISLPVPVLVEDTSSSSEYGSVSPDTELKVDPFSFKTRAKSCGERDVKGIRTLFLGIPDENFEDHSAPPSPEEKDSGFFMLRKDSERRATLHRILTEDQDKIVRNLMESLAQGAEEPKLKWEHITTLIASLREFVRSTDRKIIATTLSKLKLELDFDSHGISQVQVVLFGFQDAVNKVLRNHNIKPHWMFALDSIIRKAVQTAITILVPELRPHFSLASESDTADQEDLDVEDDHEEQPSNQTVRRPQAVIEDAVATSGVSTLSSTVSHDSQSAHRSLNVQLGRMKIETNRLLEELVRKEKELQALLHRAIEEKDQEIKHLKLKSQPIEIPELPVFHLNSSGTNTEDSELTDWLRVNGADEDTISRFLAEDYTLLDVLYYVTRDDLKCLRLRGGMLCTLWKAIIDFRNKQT
ULK1 primary: blocks human autophagy kinase ULK1; O75385; AlphaScreen Atg13 phosphorylation by ULK1, luminescence; inhibition, % at 5.96 µM; 30,000 tested, 1.9% active; AID 1259251; in the data active = inhibition above about 43%;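 note: 0% = median of compound wells and 100% = no enzyme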
Numbers without * were called inactive; · = no result given.

Structure	ULK1 primary	ASK1 inh
CC(=O)N(CC(C)C(=O)O)c1c(I)cc(I)c(N)c1I (stereo unspecified)	-5.8	·
COc1ccc(CCNC(=O)c2ccc3nc(-c4cccc(C(C)=O)c4)sc3c2)cc1	8.2	8.2
CCOc1ccc(C)cc1S(=O)(=O)Nc1ccc2c(c1)CC(=O)N2CC	7.3	·
COc1cc(Nc2nc(Nc3ccc(-n4ccnc4)cc3)nc3c2ncn3-c2ccccc2)cc(OC)c1OC	-14.1	12.7
CCOc1cc(N)c(Cl)cc1C(=O)NCC1CN(Cc2ccc(F)cc2)CCO1 (stereo unspecified)	-10.5	·
O=C(NCc1ccccc1)C1CCN(c2ccc(Nc3nccc4ccccc34)nn2)CC1	5.7	13.7
O=C(CC(c1ccccc1)c1ccccc1)NCc1nnnn1-c1ccccc1	-3.2	·
Cc1ccc(-c2ncn(-c3ccc(Nc4nccc(-c5ccc(Cl)nc5)n4)cc3)n2)cn1	-22.2	28.0
O=C(CCc1ccccc1)NNC(=O)c1cc(Cl)ccc1O	-10.7	·
CC(=O)Nc1ccc(NC(=O)c2cccc(-c3ccccc3)c2)cc1	-3.8	-3.1
O=C1CCCN1CCn1cnc2c(Nc3ccc4c(c3)OCO4)nc(Nc3cnccn3)nc21	14.9	3.3
c1ccc2c(c1)CCN(c1cc(NCCN3CCOCC3)ncn1)C2	-0.2	3.0
NC(=O)/C(=C\c1ccc(Br)cc1)NC(=O)c1ccccc1	-1.0	·
CC(C)n1cnc2c(NCc3cccc(C(F)(F)F)c3)nc(N3CCN(Cc4ccc5c(c4)OCO5)CC3)nc21	-15.9	37.0*
O=C(NCCOc1ccccc1)c1csc(-c2cccs2)n1	-14.3	-1.5
COc1cc(Nc2nc(C)cc(NCc3nc4ccccc4[nH]3)n2)cc(OC)c1OC	0.7	8.2
CC1(C)CC(=O)C=C(NNC(=O)c2ccccc2Br)C1	-8.8	·
Cc1cc(NCCN(C(C)C)C(C)C)nc(Nc2ccccn2)n1	1.0	-20.6
CCNc1cc(C(=O)Nc2ccc(N3CCOCC3)cc2)c2ccccc2n1	4.5	-0.3
Nc1nc(-c2ccc(C(=O)NC3CC3)cc2)nc2c1ncn2C1CCCCC1	-39.8	1.7
Cc1ccc(-c2ncn(-c3ccc(Nc4cc(Nc5ccccc5C(N)=O)c(C5CC5)cn4)cc3)n2)cn1	-27.0	-1.8
CC(C)N(CCNc1ccnc(NCc2ccc3c(c2)OCO3)n1)C(C)C	-4.0	-9.7
C/C(=N\NC(=O)c1cc(-c2ccc(F)cc2)n[nH]1)c1ccc(O)cc1	-8.8	·
c1cc(-c2cc(NC3CCCCC3)nc(-c3ccncc3)n2)ccn1	3.5	·

Looked up above.
For ULK1 primary, `Nc1nc(-c2ccc(C(=O)NC3CC3)cc2)nc2c1ncn2C1CCCCC1` is entered as -39.8
For ASK1 inh, `Cc1cc(NCCN(C(C)C)C(C)C)nc(Nc2ccccn2)n1` is entered as -20.6
For ULK1 primary, `CC1(C)CC(=O)C=C(NNC(=O)c2ccccc2Br)C1` is entered as -8.8
For ULK1 primary, `c1cc(-c2cc(NC3CCCCC3)nc(-c3ccncc3)n2)ccn1` is entered as 3.5

Following part.
Structure	ULK1 primary	ASK1 inh
OC1COC(O)C(O)C1O (stereo unspecified)	-7.6	·
Cc1ccc(N2CCn3c(SCC(=O)Nc4ccccc4F)nnc32)cc1	-0.3	·
COc1cc(Nc2nc(C)cc(Nc3ccc(NC(C)=O)cc3)n2)cc(OC)c1OC	-5.4	9.0
c1ccc(-c2cc(N3CCC4(CC3)OCCO4)nc(-c3cccnc3)n2)nc1	6.2	·
O=C(Nc1ccc2c(c1)OCO2)c1cnc(N2CCN(Cc3ccc4c(c3)OCO4)CC2)s1	19.1	-1.8
OCCNc1nc(N2CCCC2CO)nc2c1ncn2C1CCCCC1 (stereo unspecified)	2.9	0.3
CC(C)n1c(-c2ccc(C(=O)N3CCN(C)CC3)cc2)nc2c(Nc3ccccc3)ncnc21	-6.0	4.5
Nc1nc(Nc2cnccn2)nc2c1ncn2C1CCCCC1	0.9	-10.2
Cc1ccc(COc2cccc3ccc(N4CCC(C(N)=O)CC4)nc23)cc1	-18.4	·
OCCNc1nc(N2CCN(Cc3ccc4c(c3)OCO4)CC2)nc2c1ncn2-c1ccccc1	-10.6	5.5
O=C(NCCc1ccc(O)cc1)c1cc(NCCN2CCOCC2)nc2ccccc12	-6.0	-11.4
CCCCS(=O)(=O)N[C@@H](Cc1ccc(OCCCCC2CCNCC2)cc1)C(=O)O	5.3	·
COc1ccc(CCNc2ccnc(-c3ccc(C(=O)NC4CC4)cc3)n2)cc1	-1.7	-9.3
N#CCSc1nc(N)c2c3c(sc2n1)CCC3	0.6	·
CC1CCCC(NC2CC(=O)N(c3ccccc3)C2=O)C1C (stereo unspecified)	10.4	·
Cc1ccc(S(=O)(=O)n2ccn(CC(=O)N3CCN(c4ccccc4)CC3)c2=O)cc1	1.1	·

Entries of single compounds from above. Order of screens: ULK1 primary	ASK1 inh
Cc1ccc(S(=O)(=O)n2ccn(CC(=O)N3CCN(c4ccccc4)CC3)c2=O)cc1 in the list: 1.1	·
COc1ccc(CCNc2ccnc(-c3ccc(C(=O)NC4CC4)cc3)n2)cc1 in the list: -1.7	-9.3

Remaining list, next part:
Structure	ULK1 primary	ASK1 inh
O=C(NCCN1CCOCC1)c1cccc(C(=O)N2CCC(Nc3ccccc3Cl)CC2)c1	0.6	3.2
NC(c1nc2ncc(-c3ccncc3)cc2[nH]1)c1ccc(F)cc1F (stereo unspecified)	18.8	2.6
Cc1noc(C)c1-c1ccc(C(=O)NCc2ccccc2)s1	6.0	-7.2
CN(C)C(=O)[C@H](O)[C@@H](O)C(=O)N1CCCN(S(=O)(=O)c2cccc3cnccc23)CC1	1.7	6.6
CCCNC(=O)c1ccc(-c2c(C)nn(C)c2C)s1	10.7	-8.1
C=CCNC(=O)C(=O)N/N=C/c1ccc(OC)cc1OC	-6.9	·
Nc1cccc(-c2nc3ncnc(Nc4ccc(Oc5ccccc5)cc4)c3[nH]2)c1	-2.2	4.8
CCCCCCn1c(SCC(C)O)nc2c1c(=O)[nH]c(=O)n2C (stereo unspecified)	0.3	·
COc1ccc(CCNc2nc(Nc3cnccn3)nc3c2ncn3C(C)C)cc1	1.3	-9.8
O=C(Nc1ccc2c(c1)OCO2)c1cnc(Nc2ccc3ncccc3c2)s1	-11.3	9.2
CCOc1ccc2c(c1)CC(C(=O)Nc1ccc(-c3cn[nH]c3)cc1)NC2 (stereo unspecified)	5.9	4.9
CCN(CC)C(=O)C1CCCN(c2nc3ccc(C(=O)NCc4cccnc4)cc3s2)C1 (stereo unspecified)	7.5	-6.0
CC(=O)c1cccc(-c2nc3ncnc(NCc4cccc(C(F)(F)F)c4)c3[nH]2)c1	-4.3	25.4
COc1ccc(-c2cccc(C(=O)Nc3ccc(N4CCOCC4)cc3)c2)cc1	-4.1	-5.1
CC(C)n1c(Nc2cccc(N(C)C)c2)nc2c(NCCOc3ccccc3)ncnc21	-10.3	24.7
O=C(Nc1ccccc1)c1csc(Nc2ccc(N3CCOCC3)cc2)n1	15.4	21.6
CC(C)N(CCNc1nc(NC2CCN(Cc3ccccc3)CC2)nc2c1ncn2C1CCCCC1)C(C)C	-0.6	-15.5
COc1ccc2c(c1)CC(c1nc3c(OC)cc(-c4cn[nH]c4)cc3c(=O)[nH]1)CO2 (stereo unspecified)	-5.1	-14.5
CC(C)N(CCNc1nc(Nc2cccc(N(C)C)c2)nc2c1ncn2Cc1ccc(C(F)(F)F)cc1)C(C)C	-16.5	22.5
Cc1cnc(N2CCN(Cc3ccc4c(c3)OCO4)CC2)nc1NCc1ccccc1	-0.6	0.8
Cc1cc(NCc2cccc(C(F)(F)F)c2)nc(-c2ccc(N(C)C)cc2)n1	4.0	-13.3
CCN(Cc1ccccc1)C(=O)Nc1ccc(-c2cn[nH]c2)cc1OCCN(C)C	-9.4	0.2
CC(C)N(CCNc1nc(N2CCCC2CO)nc2c1ncn2Cc1ccc(C(F)(F)F)cc1)C(C)C (stereo unspecified)	3.7	3.2
COc1ccc(-c2ccc(C(N)=O)s2)cc1	-5.4	4.8
CC(C)N(CCNc1nc(-c2ccc(C(=O)NC3CC3)cc2)nc2c1ncn2CCN1CCCC1=O)C(C)C	-29.2	-19.4
COc1cccc(CN(C)C(=O)c2cc3ccc(-c4cn[nH]c4)cc3n2CCN(C)C)c1	-10.6	-1.7
CN(C)CCOc1cc(-c2ccnc(N)n2)c(F)cc1NC(=O)[C@@H]1COc2ccccc2O1	-1.8	-3.9
COc1ccc(-c2cnc(SCC(=O)Nc3ccc(C)cc3)n2C)cc1	1.1	·
COc1cc(NC(=O)C2CCN(c3ccc(Nc4ccc(N5CCOCC5)cc4)nn3)CC2)cc(OC)c1OC	2.6	9.6
Cc1noc(C)c1-c1cccc(C(=O)Nc2ccccc2)n1	6.9	-1.2
CCOC(=O)N1CCN(c2cc(-c3ccccc3)nc(-c3ccncc3)n2)CC1	-8.6	·
O=C(Nc1ccc([N+](=O)[O-])cc1Cl)c1cc(Cl)ccc1O	13.4	·
O=C(NCCCN1CCCC1=O)c1cc(N2CCC(N3CCOCC3)CC2)nc2ccccc12	6.6	4.8
Nc1nc(Nc2ccc(Oc3ccccc3)cc2)cc(N2CCc3ccccc3C2)n1	-1.4	28.0
COc1cc(OC)c(OC)cc1/C=N\NC(=O)c1cnccn1	0.4	·
CCOC(=O)C(=O)c1csc(NC=O)n1	7.6	·
CN1CCN(C(=O)c2ccc(Nc3nccc(-c4ccccc4)n3)cc2)CC1	-0.7	22.5
COc1ccc2c(c1)CC(c1nc3cc(-c4ccncc4)cnc3s1)CO2 (stereo unspecified)	2.8	2.3
CCN(CC)c1nc(NCCc2ccc(O)cc2)nc(Nc2cc(OC)c(OC)c(OC)c2)n1	-47.3	4.8
FC(F)(F)c1ccc(Cn2cnc3c(Nc4ccc5c(c4)OCO5)nc(Nc4ccc(-n5ccnc5)cc4)nc32)cc1	-6.4	20.6
CC(C)[C@H](N)C(=O)OCCOCn1cnc2c(=O)[nH]c(N)nc21	6.2	·
CC(C)CC(NC(=O)C(C)NC(=O)CNC(=O)C(NC=O)C(C)C)C(=O)NC(C)C(=O)NC(C(=O)NC(C(=O)NC(C(=O)NC(Cc1c[nH]c2ccccc12)C(=O)NC(CC(C)C)C(=O)NC(Cc1c[nH]c2ccccc12)C(=O)NC(CC(C)C)C(=O)NC(Cc1c[nH]c2ccccc12)C(=O)NC(CC(C)C)C(=O)NC(Cc1c[nH]c2ccccc12)C(=O)NCCO)C(C)C)C(C)C)C(C)C (stereo unspecified)	19.8	·
Cn1nccc1Nc1nc2ccc(C(=O)Nc3ccc(N4CCOCC4)cc3)cc2s1	2.9	-11.7
O=C1CCCN1CCn1cnc2c(Nc3ccc(N4CCOCC4)cc3)nc(Cl)nc21	5.4	8.2
O=C(NC1CC1)c1ccc(-c2cccc(C(=O)Nc3ccc(Oc4ccccc4)cc3)n2)cc1	-1.1	3.3
CN1CCN(C(=O)c2ccc(-c3nc(NC4CC4)c4ncn(Cc5ccc(C(F)(F)F)cc5)c4n3)cc2)CC1	-22.4	-9.0
O=C1CCCN1CCn1cnc2c(NC3CCN(Cc4ccccc4)CC3)nc(N3CCC(N4CCOCC4)CC3)nc21	-11.1	-11.0
CCn1c(C2COc3ccc(OC)cc3C2)nc2cc(F)c(-c3ccnc(N)n3)cc21 (stereo unspecified)	12.9	10.4
CN(C)CCOc1cc(-c2cn[nH]c2)c(F)cc1NC(=O)[C@H]1Cc2ccccc2CN1CC1CC1	-26.8	2.9
Nc1nc(Cl)nc2c1ncn2[C@@H]1O[C@H](CO)[C@@H](O)[C@@H]1F	-4.6	·
COc1cc(Nc2nc(Nc3cccc(N(C)C)c3)nc3c2ncn3Cc2ccc(C(F)(F)F)cc2)cc(OC)c1OC	22.2	20.2
COc1cc2nc(N3CCN(c4ccccn4)CC3)nc(Nc3cc(OC)c(OC)c(OC)c3)c2cc1OC	-46.9	19.6
COc1cc(Nc2nc(NCCO)c3ncn(-c4ccsc4)c3n2)cc(OC)c1OC	-0.3	15.8
O=C(NC1CCN(Cc2ccccc2)CC1)c1cccc(-c2csc3ccccc23)c1	12.6	16.9
COc1ccc(CCNc2ncnc3c2nc(Nc2cccc(N(C)C)c2)n3C(C)C)cc1	4.0	27.5
CS(=O)(=O)Nc1ccc(-c2cnc3cccc(Nc4ccccn4)c3c2)cc1	-3.4	-7.2

The listing continues.
Structure	ULK1 primary	ASK1 inh
CC(C)N(CCNc1ncnc2c1nc(Nc1cnccn1)n2C(C)C)C(C)C	4.0	-7.0
O=C(NCc1cccnc1)c1cc(NCc2cccnc2)nc2ccccc12	-7.3	-5.4
CC(C)n1cnc2c(NCCO)nc(Nc3nc4ccccc4n3C)nc21	2.5	-11.1
CC(=O)Nc1ccc(NC(=O)c2cnc(-c3ccc(C(N)=O)cc3)s2)cc1	1.7	-1.8
Cc1c(N(C)C)c(=O)n(-c2ccccc2)n1C	6.4	·
Nc1cc(C(=O)N2CCOCC2)cc(C(=O)N2CCOCC2)c1	-2.1	·
CCCN1C(=O)C(C)(C)COc2ccc(NC(=O)CCc3ccccc3)cc21	-1.5	·
O=C(Cc1cn(-c2ccc(N3CCOCC3)nn2)c2ccccc12)NCc1nc2ccccc2[nH]1	3.2	0.4
CC(C)n1cnc2c(NCCOc3ccccc3)nc(-c3ccc4[nH]ccc4c3)nc21	-1.3	9.7
O=C(NC1CC1)c1ccc2nc(NCc3ccc4c(c3)OCO4)sc2c1	3.8	-1.7
COc1ccc(-c2nc(Nc3ccccc3)c3ncn(-c4ccccc4)c3n2)cn1	0.0	7.0
N[C@H](C(=O)N1CCC(C(=O)Nc2ccc3[nH]ncc3c2)C1)c1ccccc1 (stereo partly specified)	13.7	-6.0

Source: PubChem (The Scripps Research Institute Molecular Screening Center)
